GLP1R ag: GLP-1 receptor (human) agonism | P43220 | HEK293 GLP-1R CRE-luciferase, luminescence, 4-6 h; cells express a hypersensitive GLP-1R form | Potency, µM (titrated, usually from 45.6 µM), for the others: at the top dose activation, actives largely listed as activators | 0.007% of 380,000 active | AID 624172; also: potency is read from the fitted curve at half-maximal effect; % of control where 0% means no effect
Target sequence (P43220 whole entry, looked up): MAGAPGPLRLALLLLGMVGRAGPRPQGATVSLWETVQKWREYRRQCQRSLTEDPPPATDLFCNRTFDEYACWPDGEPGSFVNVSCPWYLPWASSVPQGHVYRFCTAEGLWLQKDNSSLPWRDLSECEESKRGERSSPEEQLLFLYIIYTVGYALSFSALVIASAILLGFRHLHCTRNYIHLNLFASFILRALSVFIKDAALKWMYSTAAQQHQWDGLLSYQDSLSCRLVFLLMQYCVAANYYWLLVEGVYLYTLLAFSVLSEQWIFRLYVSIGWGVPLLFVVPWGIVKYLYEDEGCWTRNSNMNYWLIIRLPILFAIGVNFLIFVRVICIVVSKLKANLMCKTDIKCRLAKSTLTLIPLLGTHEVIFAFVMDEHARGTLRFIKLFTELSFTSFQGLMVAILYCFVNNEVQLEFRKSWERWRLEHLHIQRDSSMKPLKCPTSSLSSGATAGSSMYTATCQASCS
SW480 rerep: induces DNA re-replication in SW480 colon adenocarcinoma cells | SW480 DNA re-replication, Hoechst DNA content imaging, 48 h | Potency, µM (titrated, usually from 46.1 µM), inactives show at the top dose re-replication activation, usual class: activators | 1.8% of 340,000 active | AID 624297; also: potency is read from the fitted curve at half-maximal effect; % of control where 0% means no effect; nearly all actives have a fitted effect of over 55% in size
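Hoechst fluorescence of nuclei (405 nm excitation, 500-530 nm emission) measured by plate-scanning imager after 48 hr compound exposure at 37 C; re-replication scored as increased number of nuclei with elevated intensity.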
D3 ag: D3 dopamine receptor (human) agonism | D3R DiscoveRx beta-arrestin cells, luminescence, 90 min | max activation, % | 0.58% of 410,000 active; in the data active = max activation above about 30%; also: 0% is about no effect; mostly tested at two doses, the higher about 12 µM
Target sequence (P35462 whole entry, looked up): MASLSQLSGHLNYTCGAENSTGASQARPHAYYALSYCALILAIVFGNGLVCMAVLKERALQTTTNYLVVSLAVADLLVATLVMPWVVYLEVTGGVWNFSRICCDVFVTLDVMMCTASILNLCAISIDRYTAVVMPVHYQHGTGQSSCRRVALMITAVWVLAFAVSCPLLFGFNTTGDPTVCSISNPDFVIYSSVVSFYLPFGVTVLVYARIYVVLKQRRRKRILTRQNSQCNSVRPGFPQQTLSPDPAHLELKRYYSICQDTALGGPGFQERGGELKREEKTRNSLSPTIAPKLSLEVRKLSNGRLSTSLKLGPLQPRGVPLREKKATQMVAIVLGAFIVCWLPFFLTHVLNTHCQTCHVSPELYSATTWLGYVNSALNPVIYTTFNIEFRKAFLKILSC
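Agonist mode: compounds and dopamine controls were applied to plated cells for 90 min at 37 degrees C after an overnight attachment at 1500 cells/well. Luminescent read-out followed 30 - 60 minutes at room temperature with DiscoveRx detection reagent.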
Starred values were filed as active, the others as inactive; ? = inconclusive; & = joins results of further samples; ! = not confirmed by another sample; [ ] = another dose, or the depositor's remark. Unless noted, calls follow the shape of the dose curve; as a rule, active = well fitted activation curve with a large enough effect; inconclusive = small, poorly fitted or top-dose-only effect; inactive = no such curve, though single readings can be large or run the other way. Some of the compounds tested; count on the stated rates, not on these rows.

nr	SMILES	GLP1R ag	SW480 rerep	D3 ag
1	IC(I)I	-6.1%	-3.0%	-0.2
2	C=CCc1cc(OC)c(O)c(C(=O)NCCO)c1	1.5%	-8.7%	-11.3
3	CCOc1cc(OCC)c(C(=O)CCC(=O)O)cc1OCC	5.6%	-5.9%	7.0
4	Cc1cc(O)c2ccccc2c1O	-1.0%	?	9.7
5	CC(=O)Oc1cccc(O)c1	-2.1%	-0.8%	-7.5
6	CCOC(=O)COc1ccc2c(C)c(CCN(CC)CC)c(=O)oc2c1Cl	2.0%	-2.0%	-5.2
7	CC(=O)N/N=C/c1ccc([N+](=O)[O-])o1	-5.1%	9.9%	-21.2
8	COP(=O)(OC)OC(c1ccc(Cl)cc1)P(=O)(OC)OC (stereo not given)	-1.8%	0.3%	83.7*
9	Clc1cc(Cl)c(OCC#CI)cc1Cl	-4.4%	?	2.4
10	C[Se]CCC(N)C(=O)O (stereo not given)	3.0%	-1.4%	-10.0
11	CN(Cc1ccc(C(C)(C)C)cc1)Cc1cccc2ccccc12	-6.2%	-13.0%	-10.7&-6.2
12	O=C1C(c2[nH]c3ccccc3c2O)=Nc2ccccc21	17.2%	-2.0%	-9.0
13	CCOC(=O)c1cccnc1	-5.8%	2.3%	-9.4
14	CC(=O)Nc1c(I)c(C(=O)O)c(I)c(N(C)C(C)=O)c1I	-3.5%	-2.3%	6.2
15	N[C@@H](CSCCCO)C(=O)O	-7.1%	0.5%	-18.0
16	CC(C)OC(=O)C(C(=O)OC(C)C)=C1SC=CS1	20.0%	-10.9%	7.6
17	O=C(O)c1nc(=O)[nH]c(=O)[nH]1	-5.5%	-1.5%	3.6
18	O=C(O)[C@H](O)[C@@H](O)[C@H](O)[C@H](O)CO	12.6%	-0.6%	1.3&2.0
19	C=CCOc1ccc(CC(=O)O)cc1Cl	1.6%	-5.2%	11.0
20	OCC1(CO)COC(C(Cl)(Cl)Cl)OC1	6.9%	2.6%	-19.3
21	CC(=O)Nc1ccc(S(=O)(=O)Nc2ccc([N+](=O)[O-])cc2)cc1	-2.2%	-4.0%	4.6
22	Cc1cc(N)c2cc(NC(=O)Nc3ccc4nc(C)cc(N)c4c3)ccc2n1	12.2%	-6.4%	-7.7
23	O=C(O)c1ccc(S(=O)(=O)N(Cl)Cl)cc1	-0.3%	-12.4%	-11.4
24	Nc1c(CC(=O)O)cccc1C(=O)c1ccc(Br)cc1	6.1%	-2.5%	2.9
25	CC1(C)CO[C@@H](CC(=O)O)CN1	4.6%	0.0%	7.4
26	NCC(O)CC(=O)O (stereo not given)	0.0%	-2.2%	2.1
27	[O-][n+]1cccc(CO)c1	-7.0%	-3.1%	-19.4
28	CC1C(=O)CC2C3(C)CCC2(C(C)C(=O)O)C(=O)C13 (stereo not given)	-2.9%	-3.9%	-14.3
29	CCCCCCCCCCCCCCCCC(C(=O)O)C(O)(CC(=O)O)C(=O)O (stereo not given)	-3.2%	0.1%	39.5*
30	CC(C)O	-6.0%	-2.8%	-6.0

Another view of part of the listing above.
(13) CCOC(=O)c1cccnc1
  GLP1R ag: -5.8%
  SW480 rerep: 2.3%
  D3 ag: -9.4
(10) C[Se]CCC(N)C(=O)O (stereo not given)
  GLP1R ag: 3.0%
  SW480 rerep: -1.4%
  D3 ag: -10.0
(4) Cc1cc(O)c2ccccc2c1O
  GLP1R ag: -1.0%
  SW480 rerep: ?
  D3 ag: 9.7
(12) O=C1C(c2[nH]c3ccccc3c2O)=Nc2ccccc21
  GLP1R ag: 17.2%
  SW480 rerep: -2.0%
  D3 ag: -9.0

(next part)
nr	SMILES	GLP1R ag	SW480 rerep	D3 ag
31	CCN(C)C(=O)Oc1cccc([C@H](C)N(C)C)c1	-2.3%	5.9%	5.1
32	O=P(O)(O)OP(=O)(O)OP(=O)(O)O	3.1%	-0.8%	-12.8
33	CC(C)N=C(N)/N=C(\N)Nc1ccc(Cl)cc1	12.4%[19.8 µM]	-6.5%[20.6 µM]	2.6
34	COc1cc(/C=C/C(=O)N2CCN(CC(=O)N3CCCC3)CC2)cc(OC)c1OC	6.3%	-0.9%	3.1
35	O=C(OC1C[C@H]2CC[C@@H](C1)[N+]21CCCC1)C(O)(c1ccccc1)c1ccccc1 (stereo not given in full)	4.7%	0.0%	0.4
36	NCC1CCC(C(=O)O)CC1 (stereo not given)	8.4%[19.8 µM]	-1.4%[20.6 µM]	4.0
37	CCCCc1ccc2nc(NC(=O)OC)[nH]c2c1	8.3%[19.8 µM]	0.128µM*	-9.1
38	C=CC[C@@H]1/C=C(\C)C[C@H](C)C[C@H](OC)[C@H]2O[C@@](O)(C(=O)C(=O)N3CCCC[C@H]3C(=O)O[C@H](/C(C)=C/[C@@H]3CC[C@@H](O)[C@H](OC)C3)[C@H](C)[C@@H](O)CC1=O)[C@H](C)C[C@@H]2OC	-5.2%	?	-23.7
39	CCCCCCCCCCCCCCCCCCOCC(O)CO (stereo not given)	0.0%	-4.0%	-13.2
40	O=P(O)(O)OC[C@H](O)CO	3.2%	-3.2%	-12.8
41	O=C(O)C1=C(CSc2nnnn2CS(=O)(=O)O)CS[C@@H]2[C@H](NC(=O)[C@H](O)c3ccccc3)C(=O)N12	1.5%	-4.6%	-9.4
42	CCCCC(CC)COC(=O)CC(C(=O)OCC(CC)CCCC)S(=O)(=O)O (stereo not given)	-2.3%	-5.7%	-6.0&-15.6
43	CC(c1cc2ccccc2s1)N(O)C(N)=O (stereo not given)	27.4%	-4.6%	6.4
44	Oc1cc(O)cc(O)c1	-0.6%	-6.5%	6.5
45	C=CC(=O)O	5.0%	-4.7%	-9.4
46	C[C@H](N)C(=O)N[C@@H](C)P(=O)(O)O	-6.5%	-1.5%	2.7
47	COc1ccc(CN(CCN(C)C)c2ncccn2)cc1	16.4%	9.6%	-7.4
48	CCCCCCCCCCCCCC(=O)OC(C)C	17.2%	-0.2%	-5.1
49	CCOC(=O)c1c[nH]c2cc(OCC(C)C)c(OCC(C)C)cc2c1=O	-0.6%	-2.8%	3.4
50	O=C(O)Cc1ccc(CCNS(=O)(=O)c2ccc(Cl)cc2)cc1	18.3%	-6.1%	6.4
51	Cc1[nH]c(C)c(Cl)c(=O)c1Cl	3.0%	-7.7%	-14.1
52	N=C(N)n1cccn1	0.2%	-2.8%	6.2
53	COc1ccc(C(=O)CCC(=O)O)c2ccccc12	-4.3%	-7.7%	-6.9
54	NC(=O)Oc1ccc(Cc2ccccc2)cc1	6.8%	5.1%	-8.4
55	CCC(C(=O)NC(N)=O)c1ccccc1 (stereo not given)	-0.9%	-6.3%	-2.8
56	CC(=O)c1ccc2c(c1)N(CCCN1CCN(CCO)CC1)c1ccccc1S2	17.3%	?	-17.9
57	COc1cc(C(=O)N2CCOCC2)cc(OC)c1OC	6.9%&3.0%	-1.2%&-6.1%	9.0&4.3
58	CCCCC(C)(O)C/C=C/[C@H]1[C@H](O)CC(=O)[C@@H]1CCCCCCC(=O)OC (stereo not given in full)	5.9%	2.0%&5.1%	-3.6
59	CC1(C)CCC(C)(C)c2cc(NC(=O)c3ccc(C(=O)O)cc3)ccc21	3.3%	-3.3%	4.6
60	O=C(O)CN(CCN(CC(=O)O)CC(=O)O)CCN(CC(=O)O)CC(=O)O	-4.8%	23.7µM*!	11.3

Next section, starting with the last three of the part before.
nr	SMILES	GLP1R ag	SW480 rerep	D3 ag
58	CCCCC(C)(O)C/C=C/[C@H]1[C@H](O)CC(=O)[C@@H]1CCCCCCC(=O)OC (stereo not given in full)	5.9%	2.0%&5.1%	-3.6
59	CC1(C)CCC(C)(C)c2cc(NC(=O)c3ccc(C(=O)O)cc3)ccc21	3.3%	-3.3%	4.6
60	O=C(O)CN(CCN(CC(=O)O)CC(=O)O)CCN(CC(=O)O)CC(=O)O	-4.8%	23.7µM*!	11.3
61	CC(=O)Nc1ccc(NC(=S)NC(=O)c2ccc(C(C)(C)C)cc2)cc1	-3.8%	16.7%	4.9
62	CN1C(=O)OC(C)(C)C1=O	-0.8%[19.8 µM]	-7.5%[20.6 µM]	-12.5
63	CC12CCC(C1)C(C)(C)C2=O (stereo not given)	-3.6%	-10.2%	-4.7
64	CC(C)c1cc2c(cc1S(=O)(=O)O)[C@@]1(C)CCC[C@@](C)(C(=O)O)[C@@H]1CC2	-4.7%	3.1%	-8.2
65	CC1=C(C(=O)O)N2C(=O)[C@@H](NC(=O)[C@H](N)c3ccccc3)[C@H]2SC1	-2.2%	0.0%	-28.1
66	CCCCC(CC)COC(=O)/C=C/c1ccc(OC)cc1 (stereo not given)	2.8%	3.2%	8.7
67	O=C(OOC(=O)c1ccccc1)c1ccccc1	-3.4%	0.3%	-13.8
68	C[C@]12CCC(=O)C=C1CC[C@@H]1[C@@H]2[C@@H](O)C[C@@]2(C)[C@H]1CC[C@]2(O)C(=O)COP(=O)(O)O	-0.6%	-0.6%	2.5
69	O=C(O)COc1ccc(CCNS(=O)(=O)c2ccccc2)s1	2.0%	-3.6%	7.2
70	CCCCCCCCCCCC(=O)N(CCO)CCO	5.1%	10.2%	4.9
71	Cc1ccc(S(=O)(=O)NC(=O)NC2CCCC2)cc1	9.7%	-1.6%	2.4
72	Cc1ccccn1	9.1%	1.2%	10.9
73	O=C(O)c1cc(=O)[nH]c(=O)[nH]1	0.0%	-16.7%	-2.5
74	NC/C=C/C(=O)O	-0.3%	-1.0%	5.7
75	O=C(CCCCCCCCCCCCC1CCCC1)Nc1ccc(S(=O)(=O)c2ccc(NC(=O)CCCCCCCCCCCCC3CCCC3)cc2)cc1	11.1%	0.9%	6.6
76	[O]=[Bi][O]C(=O)[O][Bi]=[O]	7.9%	-2.6%	7.5
77	CC(C)=CCC/C(C)=C/C=C/C(C)=C/C=C/C(C)=C/C=C/C=C(C)/C=C/C=C(C)/C=C/C=C(\C)CCC=C(C)C	2.0%	18.8µM*	10.8
78	Oc1cccc(O)c1	-1.9%	?	13.0
79	CC1(C)[C@@H]2CC[C@@]1(C)C(=O)C2	-5.0%	7.5%	-10.8
80	O=C(O)CCNC(=O)c1ccc(N=Nc2ccc(O)c(C(=O)O)c2)cc1	-1.8%	-4.6%	-5.1
81	O=C1N=C2SCCN2C(=O)C1Cc1ccc(Cl)cc1 (stereo not given)	3.1%	-2.1%	-2.9
82	O=C(COc1ccc(Cl)cc1)OCCNC12CC3CC(CC(C3)C1)C2	12.9%	3.5%	3.6
83	CC(C)Cc1ccc([C@@H](C)C(=O)NS(C)(=O)=O)cc1	2.7%	-1.9%	-3.1
84	CC(=O)NC(=O)c1ccccc1O	-4.1%	-1.5%	-11.8
85	CCC(=O)c1ccc2c(c1)N(CCCN1CCN(CCO)CC1)c1ccccc1S2	13.5%	?	-13.3
86	CC(C)[C@H](N)C(=O)OCC(CO)OCn1cnc2c(=O)[nH]c(N)nc21 (stereo not given in full)	-1.2%	-2.5%	-4.7
87	C[C@@H](O)[C@H]1C(=O)N2C(C(=O)O)=C(S[C@@H]3CN[C@H](C(=O)N(C)C)C3)[C@H](C)[C@H]12	-2.0%	0.7%	2.7
88	Cc1ccc(C(C)(C)c2ccc(C)cc2)cc1	16.5%	-2.3%	4.6
89	CCCC(O)C(CC)CO (stereo not given)	-2.6%	-0.6%	-5.9
90	CCOCCn1c(N2CCCN(C)CC2)nc2ccccc21	-3.2%	-1.4%	-12.0

Molecules shown so far with an aryl methoxy group:
nr	SMILES	GLP1R ag	SW480 rerep	D3 ag
2	C=CCc1cc(OC)c(O)c(C(=O)NCCO)c1	1.5%	-8.7%	-11.3
34	COc1cc(/C=C/C(=O)N2CCN(CC(=O)N3CCCC3)CC2)cc(OC)c1OC	6.3%	-0.9%	3.1
47	COc1ccc(CN(CCN(C)C)c2ncccn2)cc1	16.4%	9.6%	-7.4
53	COc1ccc(C(=O)CCC(=O)O)c2ccccc12	-4.3%	-7.7%	-6.9
57	COc1cc(C(=O)N2CCOCC2)cc(OC)c1OC	6.9%&3.0%	-1.2%&-6.1%	9.0&4.3
66	CCCCC(CC)COC(=O)/C=C/c1ccc(OC)cc1 (stereo not given)	2.8%	3.2%	8.7

Further structures:
nr	SMILES	GLP1R ag	SW480 rerep	D3 ag
91	CO/N=C(/C(=O)N[C@@H]1C(=O)N2C(C(=O)O)=C(COC(N)=O)CS[C@H]12)c1ccco1	-3.6%	-13.4%	-2.4&-10.2
92	CCCCCCCCCCCCCCCCCCCCCCO	-0.1%	-0.3%	2.6
93	COc1cc(NCc2ccc3nc(N)nc(N)c3c2C)cc(OC)c1OC	25.4%	17.6%	-11.2
94	CCN(CC)CCOc1ccc(-c2nc3cc(Cl)ccc3s2)cc1	-2.6%	18.8µM*	-11.9
95	COC(=O)[C@H]1[C@H]2C[C@@H]3c4[nH]c5ccccc5c4CCN3C[C@H]2C[C@@H](OC(=O)c2cc(OC)c(OC)c(OC)c2)[C@@H]1OC	2.4%&-4.9%	?	-3.6&11.5
96	CCOc1ccc2nc3cc(N)ccc3c(N)c2c1	3.8%	13.1%	-3.8
97	CCCCCCCCOc1ccccc1C(=O)Nc1ccc(C(=O)OCC[N+](C)(CC)CC)cc1	21.4%	-1.5%	-7.2
98	OCl	1.0%	-6.4%	6.3

Assay outcomes as filed in PubChem.
